From PubChem
Mtb FBA inh: Mtb FBA enzyme inhibitors, primary screen, biochemical, fluorescence, strain H37Rv. Fructose-bisphosphate aldolase (Mycobacterium tuberculosis (strain ATCC 25618 / H37Rv)), …. purified M. tuberculosis FBA, fluorescence read-out. inhibition, % at 1 µM. 360,000 tested, 2.3% active; in the data active = inhibition above about 27%;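 also: 0% = vehicle and 100% = reference inhibitor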
FadD28 FP inh: inhibitors of FadD28 bisubstrate probe binding, primary screen, biochemical, fluorescence polarization, single point | AID 588549, 2011 | 360,000 tested, 0.22% active | inhibition, % at 12.5 µM | Mycobacterium tuberculosis FadD28 fatty-acid-AMP ligase; in the data active = inhibition above about 8.5%, passing the limit was not always enough; inconclusive = no clear call, values can overlap the other calls
Rv3671c protease: Rv3671c serine protease inhibitors, primary screen, biochemical, fluorescence polarization, M. tuberculosis H37Rv; AID 2606, 2010; inhibition, % at 5.96 µM; 320,000 tested, 0.048% active; in the data active = inhibition above about 38%;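 also: extracellular domain of Rv3671c used as enzyme; 0% = enzyme with DMSO and 100% = no enzyme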
Target sequence (P9WHR9 whole entry, looked up, the tested form may be a part): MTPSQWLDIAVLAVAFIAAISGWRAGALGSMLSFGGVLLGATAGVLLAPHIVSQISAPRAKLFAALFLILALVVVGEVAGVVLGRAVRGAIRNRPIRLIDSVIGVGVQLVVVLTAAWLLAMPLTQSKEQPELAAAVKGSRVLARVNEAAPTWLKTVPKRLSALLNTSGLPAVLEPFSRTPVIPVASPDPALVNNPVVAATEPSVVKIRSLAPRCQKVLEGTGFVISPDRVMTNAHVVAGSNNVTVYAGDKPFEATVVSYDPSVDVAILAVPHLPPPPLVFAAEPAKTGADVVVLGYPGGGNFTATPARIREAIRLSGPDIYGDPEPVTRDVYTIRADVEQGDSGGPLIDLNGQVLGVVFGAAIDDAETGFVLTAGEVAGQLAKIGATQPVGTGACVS
PrPC TRFRET: inhibitors of human cell surface prion protein PrPC, primary screen, cell-based, TR-FRET. AID 720596, 2013. TR-FRET read-out. 370,000 tested, 0.43% active. inhibition, % at 13.8 µM. Major prion protein (Homo sapiens), P04156; in the data active = inhibition above about 24%; also: 0% = median of the test wells and 100% = reference compound wells
BoNT-F LC inh: BoNT/F light chain protease inhibitors, primary screen, biochemical, flow cytometry, MLPCN library; Multiplex microsphere protease cleavage assay; inhibition, % at 10 µM; 360,000 tested, 0.22% active; in the data active = inhibition above about 35%, passing the limit was not always enough; inconclusive = no clear call, values can overlap the other calls; also: plate controls were buffer without enzyme for full effect and enzyme alone for no effect
UGM FP inh: M. tuberculosis UGM enzyme inhibitors, primary screen, biochemical, fluorescence polarization, single point | UDP-galactopyranose mutase (Mycobacterium tuberculosis (strain ATCC 25618 / H37Rv)), … | purified UGM, fluorescence polarization probe displacement | inhibition, % at 10 µM | 320,000 tested, 0.06% active | AID 504406, 2011; in the data active = inhibition above about 10%, passing the limit was not always enough; inconclusive = no clear call, values can overlap the other calls
Target sequence (P9WIQ1 whole entry, looked up): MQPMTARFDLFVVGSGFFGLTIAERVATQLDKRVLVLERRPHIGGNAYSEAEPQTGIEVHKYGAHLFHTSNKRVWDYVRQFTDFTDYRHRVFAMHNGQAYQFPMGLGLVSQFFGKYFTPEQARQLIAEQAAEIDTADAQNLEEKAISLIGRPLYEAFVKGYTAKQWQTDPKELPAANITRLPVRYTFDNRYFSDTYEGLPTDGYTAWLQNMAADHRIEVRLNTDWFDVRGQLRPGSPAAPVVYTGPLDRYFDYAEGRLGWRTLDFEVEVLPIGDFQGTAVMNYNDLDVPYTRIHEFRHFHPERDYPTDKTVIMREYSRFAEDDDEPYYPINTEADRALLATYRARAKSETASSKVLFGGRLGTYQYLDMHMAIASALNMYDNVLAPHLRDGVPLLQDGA
GDH-TPI counter: GDH-TPI coupling enzyme inhibitors, primary screen, artefact control for M. tuberculosis FBA inhibitor project, biochemical, absorbance, full deck; GDH-TPI coupled enzyme counterscreen, NADH absorbance; inhibition, % at 4.8 µM; 360,000 tested, 1.2% active; in the data active = inhibition above about 30%;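 also: 0% = DMSO wells and 100% = wells lacking the enzyme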
MazF activator: activators of E. coli MazEF toxin-antitoxin RNase, primary screen, biochemical, fluorescence, uHTS; Endoribonuclease toxin MazF (Escherichia coli (strain K12)), P0AE70; FAM/BHQ RNA-DNA oligo cleavage fluorescence, 5 h; activation, % at 20 µM; 350,000 tested, 0.32% active; AID 504720, 2011; in the data active = activation above about 50%
Target sequence (P0AE70 whole entry, looked up): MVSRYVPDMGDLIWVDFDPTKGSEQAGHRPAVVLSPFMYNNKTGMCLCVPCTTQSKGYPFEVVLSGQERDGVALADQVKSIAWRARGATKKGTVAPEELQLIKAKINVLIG
BioA inh: M. tuberculosis BioA enzyme inhibitors, primary screen, biochemical, plate reader, single point, HTS. 7,8-diaminopelargonic acid synthase BioA (Mycobacterium tuberculosis). purified M. tuberculosis BioA enzyme. inhibition, % at 9.99 µM. 360,000 tested, 0.096% active; in the data active = inhibition above about 40%; inconclusive = no clear call, values can overlap the other calls
The depositor's hits bear a star; ? = inconclusive; nt = no result given.

SMILES	Mtb FBA inh	FadD28 FP inh	Rv3671c protease	PrPC TRFRET	BoNT-F LC inh	UGM FP inh	GDH-TPI counter	MazF activator	BioA inh
Cc1ccc(/C(O)=C2\C(=O)C(=O)N(C)C2c2cccc([N+](=O)[O-])c2)cc1 (stereo unspecified)	-1	-1.9	-1	-6	-9	4.1	15	5	-2.5
Cn1c(Cn2nnc3ccccc32)nnc1SCC(=O)c1ccccc1F	1	-3.0	3	-1	-7	3.0	-1	-1	nt
COC(=O)C(NC(=O)C(NC(=O)C1CCC(C)CC1)C(C)C)C(C)C (stereo unspecified)	1	-3.4	3	-3	0	3.8	-4	2	-0.3
C/C(=N\Nc1nc(C)cc(=O)[nH]1)C1CC1	-1	-2.9	-7	4	-1	0.3	11	-6	1.6
O=C(CSc1nnc(COc2ccc(Cl)cc2)o1)Nc1nccs1	0	-2.2	nt	-4	-9	nt	4	2	-0.2
COc1ccc(C(NC(=O)C2CCN(Cc3cc(OC)cc(OC)c3)CC2)c2ccccn2)cc1 (stereo unspecified)	-2	-0.4	nt	-3	-5	nt	3	nt	-2.6
CC(=O)Nc1ccc(C=NNC(=O)c2ccc(NS(=O)(=O)c3cccs3)cc2)cc1	2	2.7	-7	4	4	-0.5	59*	0	1.7
Cc1ccc(C)c2[nH]c(=O)c(CCNC(=O)c3ccc(S(=O)(=O)N4CCOCC4)cc3)cc12	4	0.7	-7	2	-4	1.3	4	-9	-1.2
CCOC(=O)Cn1nnc(-c2cccc(OC)c2)n1	-1	0.4	11	3	7	-1.1	6	11	-2.6
CCN(CC)C(=O)C12CC3CC(CC(Br)(C3)C1)C2	5	-1.8	0	2	-2	0.1	4	-4	-2.0

Three entries already listed, arranged by SMILES length, largest number first.
SMILES	Mtb FBA inh	FadD28 FP inh	Rv3671c protease	PrPC TRFRET	BoNT-F LC inh	UGM FP inh	GDH-TPI counter	MazF activator	BioA inh
Cn1c(Cn2nnc3ccccc32)nnc1SCC(=O)c1ccccc1F	1	-3.0	3	-1	-7	3.0	-1	-1	nt
CCN(CC)C(=O)C12CC3CC(CC(Br)(C3)C1)C2	5	-1.8	0	2	-2	0.1	4	-4	-2.0
CCOC(=O)Cn1nnc(-c2cccc(OC)c2)n1	-1	0.4	11	3	7	-1.1	6	11	-2.6

The results go on.
SMILES	Mtb FBA inh	FadD28 FP inh	Rv3671c protease	PrPC TRFRET	BoNT-F LC inh	UGM FP inh	GDH-TPI counter	MazF activator	BioA inh
CC(C)OC(=O)NC(C)(C)COC(=O)Nc1cccc(Cl)c1	-2	-1.5	-29	13	?	2.5	12	-4	0.6
Fc1ccc(NC(=S)NN=C2CCCCCC2)cc1	1	-1.5	-3	-5	-5	0.6	11	3	1.4
CCc1c(C)sc(NC(=O)c2ccoc2C)c1C(N)=O	-1	-1.5	1	-1	-4	-1.7	9	5	0.0
CN(C)C(=O)CCc1nc2sc3c(c2c(=O)[nH]1)CCCC3	1	0.4	-2	11	-5	0.5	9	0	-0.1
NC(=O)c1cccnc1Nc1cccc(F)c1	-3	-2.5	-6	7	-8	-2.0	7	0	nt
CCOc1ccc(CCNC(=O)CS(=O)(=O)Cc2nc(-c3cccc(OC)c3)oc2C)cc1	8	-2.0	-11	3	5	-2.1	4	-16	-0.1
CC(=O)N(CCCN1CCOCC1)Cc1ccncc1	-9	-3.0	3	5	-22	-0.7	-11	3	0.4
CC(NS(=O)(=O)c1ccc(CCC(=O)NCc2cccnc2)cc1)c1ccccc1 (stereo unspecified)	-1	-4.0	2	-3	-1	-0.5	6	-8	2.1
O=C(N/N=C/c1c[nH]c2ccccc12)C1CC1c1ccccc1 (stereo unspecified)	-2	2.5	0	5	-18	1.3	7	1	nt
Nc1ccc(C2(c3ccc(N)cc3)C(=O)Nc3ccccc32)cc1	2	-3.3	8	1	-17	2.6	0	-1	nt
CCC(C)(C)n1nnnc1C(c1ccccc1OC)N1CCN(C(=O)c2ccco2)CC1 (stereo unspecified)	2	nt	-1	-6	5	-2.2	9	-16	-2.9
CCOC(=O)c1c(NC(NC(C)=O)C(Cl)(Cl)Cl)sc(C(C)=O)c1C (stereo unspecified)	0	-1.8	0	21	-1	-1.0	7	4	nt
O=C(NNCc1ccc(O)cc1)c1ccccc1Cl	1	-2.3	6	2	-3	-3.1	-3	-1	0.0
Cc1c(C)n(Cc2ccc(F)cc2)c2ccc(C(=O)N3CCN(c4ccccn4)CC3)cc12	-8	-5.7	-105	-1	-8	-0.2	-2	8	-0.3
Cc1ccc(S(=O)(=O)N2CCCCC2)cc1NC(=O)CSc1ccc2c(c1)OCCO2	0	0.6	-2	-2	-4	0.2	0	-6	-4.4
CCCc1nc(SCc2cccnc2)c2c(=O)n(C)c(=O)n(C)c2n1	1	-0.3	-3	12	-6	0.8	7	7	3.7
CCS(=O)(=O)NC(C)C(c1cccs1)N1CCN(c2ccc(F)cc2)CC1 (stereo unspecified)	1	0.2	-4	11	2	-3.0	2	4	1.0
CC(=O)Nc1c(Cl)cnn(-c2ccccc2)c1=O	1	0.7	-3	1	nt	0.0	43*	6	-3.6
CCOc1ccccc1N(C(=O)c1ccccc1Cl)C1=NC(C)(C)CS1	1	-5.1	5	5	-4	-0.7	-2	6	0.5
COc1cccc(Nc2ncnc3ccc(Br)cc23)c1	1	-5.4	nt	4	-7	nt	10	5	5.7
CCOC(=O)CCC(=O)NCc1ccc2[nH]c(C)cc2c1	-1	-1.2	-1	-6	-22	0.9	18	7	-0.4
COc1cccc(C(=O)CN2CCN(S(=O)(=O)c3cccc([N+](=O)[O-])c3)CC2)c1	4	-0.2	-7	-8	-5	-1.0	10	-7	nt
Cc1ccc(S(=O)(=O)N(C)CC(=O)O/N=C(\N)c2cccc([N+](=O)[O-])c2)cc1	1	-1.5	1	-3	-1	2.4	-8	0	0.5
COC(=O)c1ccc(/C=C/c2c(-c3ccsc3)oc3ccc(N4CCOCC4)cc23)cc1	22	-1.0	-7	1	-2	2.1	17	-6	-0.3
COc1ccc(S(=O)(=O)N2CCCCCC2)cc1C(=O)N(C)CC(=O)Nc1ccc(Cl)c(Cl)c1	-1	-2.8	-18	4	0	2.0	18	-1	nt
O=C(O)CCCNS(=O)(=O)Cc1ccccc1	4	-0.9	1	-1	0	-1.1	-4	8	-1.4
COC(=O)c1sc(NC(=O)c2ccc3c(c2)OCO3)c(C#N)c1C	4	-1.2	nt	-5	-5	nt	3	-2	1.5
COc1ccc(C(=O)NCc2c(CC(C)C)oc(C)c2C(=O)O)cc1	4	-4.1	3	0	-4	-0.1	8	-3	-2.4
CC(=O)c1sc(-c2ccccc2)nc1C	1	-1.3	-9	1	-3	-0.4	12	0	nt
O=c1[nH]c(-c2ccccc2O)nc2c1CCCC2	10	-1.5	6	-4	nt	-1.2	9	-27	-1.2

Given with two lines to a compound: twelve of the compounds above.
Value order – Mtb FBA inh, FadD28 FP inh, Rv3671c protease, PrPC TRFRET, BoNT-F LC inh, UGM FP inh, GDH-TPI counter, MazF activator, BioA inh
CC(=O)Nc1c(Cl)cnn(-c2ccccc2)c1=O
  1, 0.7, -3, 1, nt, 0.0, 43*, 6, -3.6
CCOc1ccccc1N(C(=O)c1ccccc1Cl)C1=NC(C)(C)CS1
  1, -5.1, 5, 5, -4, -0.7, -2, 6, 0.5
COc1cccc(Nc2ncnc3ccc(Br)cc23)c1
  1, -5.4, nt, 4, -7, nt, 10, 5, 5.7
CCOC(=O)CCC(=O)NCc1ccc2[nH]c(C)cc2c1
  -1, -1.2, -1, -6, -22, 0.9, 18, 7, -0.4
COc1cccc(C(=O)CN2CCN(S(=O)(=O)c3cccc([N+](=O)[O-])c3)CC2)c1
  4, -0.2, -7, -8, -5, -1.0, 10, -7, nt
Cc1ccc(S(=O)(=O)N(C)CC(=O)O/N=C(\N)c2cccc([N+](=O)[O-])c2)cc1
  1, -1.5, 1, -3, -1, 2.4, -8, 0, 0.5
COC(=O)c1ccc(/C=C/c2c(-c3ccsc3)oc3ccc(N4CCOCC4)cc23)cc1
  22, -1.0, -7, 1, -2, 2.1, 17, -6, -0.3
COc1ccc(S(=O)(=O)N2CCCCCC2)cc1C(=O)N(C)CC(=O)Nc1ccc(Cl)c(Cl)c1
  -1, -2.8, -18, 4, 0, 2.0, 18, -1, nt
O=C(O)CCCNS(=O)(=O)Cc1ccccc1
  4, -0.9, 1, -1, 0, -1.1, -4, 8, -1.4
COC(=O)c1sc(NC(=O)c2ccc3c(c2)OCO3)c(C#N)c1C
  4, -1.2, nt, -5, -5, nt, 3, -2, 1.5
COc1ccc(C(=O)NCc2c(CC(C)C)oc(C)c2C(=O)O)cc1
  4, -4.1, 3, 0, -4, -0.1, 8, -3, -2.4
CC(=O)c1sc(-c2ccccc2)nc1C
  1, -1.3, -9, 1, -3, -0.4, 12, 0, nt

Going on with the list:
SMILES	Mtb FBA inh	FadD28 FP inh	Rv3671c protease	PrPC TRFRET	BoNT-F LC inh	UGM FP inh	GDH-TPI counter	MazF activator	BioA inh
CCOc1ccc(CN2CCN(CC3=Cc4cccc(OC)c4OC3)CC2CCO)cc1 (stereo unspecified)	1	-2.6	-4	-1	-4	0.7	2	-1	nt
CCn1c(O)c(N=NC(=O)CNC(=O)c2ccco2)c2ccccc21	1	1.3	-9	-28	0	5.1	17	0	nt
COc1ccc(S(=O)(=O)N2CCCCCC2)cc1C(=O)NCCOc1ccc(C)cc1	-2	-2.5	-10	-1	-2	1.5	-7	-2	-2.1
C=CCOc1ccccc1OCC(O)CNC(C)C (stereo unspecified)	-2	-2.5	3	0	2	-2.1	9	11	-0.1
CC(C)Oc1ccc(CCC(=O)N/N=C/c2ccc3c(c2)OCO3)cc1	2	-2.4	38*	5	?	3.1	0	-1	nt
CCCCn1c(N)c(N(CCC(C)C)C(=O)COC(=O)c2ccco2)c(=O)[nH]c1=O	-4	-3.0	10	1	16	-0.9	-13	2	nt
CN(CC(=O)Nc1cccc(S(=O)(=O)N(C)C)c1)Cc1ccccc1	2	-0.5	2	5	11	-0.6	-1	-13	-1.1
CCC(C(=O)NCc1ccco1)n1nc(C)c2c(C)n(-c3ccc(C)cc3)nc2c1=O (stereo unspecified)	0	-1.8	-4	-11	16	1.6	12	7	20
O=CN1CCN(C(C(=O)NC2CCCC2)c2ccc(Cl)cc2)CC1 (stereo unspecified)	1	-1.4	3	-1	0	-0.8	-7	8	-0.6
CC(=O)c1ccc(N2CCN(C(=O)c3ccc4nc[nH]c4c3)CC2)cc1	-1	-1.5	-8	-3	-4	0.5	24	4	57*
